Compound activity (PubChem)
Phagocytosis inh: blocks phagocytosis by macrophages; J774A.1 macrophage IgG-bead phagocytosis, imaging; inhibition, % at 5 µM; actives 0.07% (n = 110,000); AID 1029;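 active = inhibition above the mean of the plate negative controls plus 5 SD, cut at about 13% in these data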;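 also: phagocytic index as fraction of beads internalized from green versus red external bead signal; plate controls were DMSO negative control for no effect and cytochalasin-D positive control for full effect; some results beyond the cut were filed as inactive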
PTEN del growth: PTEN-deleted cell growth suppression | viability, % at 10 µM | HCT116 PTEN-null viability, CellTiter-Glo, 60 h; active compounds read low | actives 1.2% (n = 140,000);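 active = viability at or below a set limit, 4 SD under the median of all tested compounds, cut at about 3.7% in these data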;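 also: PTEN knockout HCT116 line with beta catenin targeted HCT116 as companion control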
E-sel TNF inh: blocks E-selectin expression induced by TNF alpha. AID 1246. inhibition, % at 2 µM. HUVEC TNFa-induced E-selectin immunofluorescence, high content. actives 0.71% (n = 120,000);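 active = inhibition above the batch mean plus 3 SD, and confirmed as a hit on visual image review, cut at about 43% in these data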;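 also: 0% = TNF-stimulated DMSO wells and 100% = unstimulated control wells; not every result past the cut was called active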
MRP1 act: activates MRP-1 | viability increase, % at 10 µM | actives 0.61% (n = 140,000) | H69AR cells + doxorubicin, viability rescue, CellTiter-Glo;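 active = viability gain under doxorubicin at or above a set limit, the compound median plus 3 SD, cut at about 4.7% in these data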;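 also: MRP-1 overexpressing cells given doxorubicin 25 µM after compound pretreatment; 18-22 h compound pretreatment then 72 h with doxorubicin before readout; 0% = doxorubicin-only wells and 100% = vehicle-treated cells without doxorubicin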
bCat KO growth: beta-catenin-lacking colon tumor cell growth suppression. HCT116 beta-catenin knockout viability, CellTiter-Glo, 60 h; active compounds read low. viability, % at 10 µM. actives 1.5% (n = 140,000). AID 818;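 active = viability at or under a set limit, the compound median less 4 SD, cut at about 6% in these data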;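 also: 0% = Hyamine 1622 control at 20 µM and 100% = untreated cell control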
BB579 growth dn: reduces growth of yeast BB579 in restrictive medium. inhibition, % at 10 µM. S. cerevisiae BB579 growth, OD615, 48 h. actives 0.51% (n = 140,000). AID 804;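 active = inhibition above a set limit, 3 SD over the mean compound inhibition, cut at about 44% in these data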; also: inactives centre near -24
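Test system: Saccharomyces cerevisiae DeaD strain BB579, replicative lifespan model yeast | Buffer or medium: Restrictive CSMM-D medium | Doses: One dose, 10 µM compound with 0.25% DMSO | Incubation: 48 h exposure, 30 °C | Detection: Culture absorbance at 615 nm | Control set: Amphotericin B at 10 µg/mL as positive control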
Yeast life ext: yeast lifespan extension; inhibition of the nicotinamide effect, % at 10 µM; S. cerevisiae growth with nicotinamide, OD615; deaD strain in restrictive glucose medium; actives 0.68% (n = 130,000);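 active = inhibition above a set limit, placed 3 SD over the median of all compounds, cut at about 26% in these data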;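 also: 0% = nicotinamide-treated wells and 100% = cells grown without nicotinamide; some compounds called inactive have numbers as strong as hits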
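Test system – modified budding yeast, DeaD strain · Compound – single dose 10 µM compound, 0.25% DMSO · Times – culture preincubation 4 h, compound exposure 48 h, both 30 °C · Detection – optical density (absorbance) at 615 nm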
NPY Y2 blocker: antagonists of human neuropeptide Y receptor Y2 | actives 0.99% (n = 140,000) | AID 793 | inhibition, % at 2.7 µM | NPY-Y2 expressing cells, antagonist mode | P49146; in the data active = inhibition above about 17%;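 also: 0% = vehicle with agonist challenge and 100% = reference antagonist with challenge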
Target sequence (P49146 whole entry, looked up): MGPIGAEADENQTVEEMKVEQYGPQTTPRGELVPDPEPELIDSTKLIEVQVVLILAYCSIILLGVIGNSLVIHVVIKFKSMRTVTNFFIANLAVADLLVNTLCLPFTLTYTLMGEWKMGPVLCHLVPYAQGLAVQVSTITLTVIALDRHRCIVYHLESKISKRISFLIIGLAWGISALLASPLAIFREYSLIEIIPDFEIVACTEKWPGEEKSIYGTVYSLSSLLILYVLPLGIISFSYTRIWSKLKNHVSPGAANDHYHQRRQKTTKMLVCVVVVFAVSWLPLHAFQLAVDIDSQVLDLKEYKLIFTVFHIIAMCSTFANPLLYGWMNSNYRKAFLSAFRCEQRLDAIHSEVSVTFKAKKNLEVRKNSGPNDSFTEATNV
Measles CPE: protection of cells from measles virus; actives 1.5% (n = 140,000); protection (pct of control), % at 4 µM; AID 841; Measles virus-infected cells, CPE protection, absorbance; in the data active = protection mostly above about 24%, no sharp cut-off; inactive = mostly below about 26%; also: some compounds called inactive have numbers as strong as hits
GALR2 antag: antagonists of human galanin receptor 2 (GALR2); AID 828; actives 0.39% (n = 140,000); inhibition, % at 4 µM; GALR2-expressing cells, antagonist mode; O43603; in the data active = inhibition above about 27%;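 also: cells stimulated with galanin 1-16 at roughly its EC80; 0% = agonist challenge control and 100% = basal control without agonist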
Target sequence (O43603 whole entry, looked up): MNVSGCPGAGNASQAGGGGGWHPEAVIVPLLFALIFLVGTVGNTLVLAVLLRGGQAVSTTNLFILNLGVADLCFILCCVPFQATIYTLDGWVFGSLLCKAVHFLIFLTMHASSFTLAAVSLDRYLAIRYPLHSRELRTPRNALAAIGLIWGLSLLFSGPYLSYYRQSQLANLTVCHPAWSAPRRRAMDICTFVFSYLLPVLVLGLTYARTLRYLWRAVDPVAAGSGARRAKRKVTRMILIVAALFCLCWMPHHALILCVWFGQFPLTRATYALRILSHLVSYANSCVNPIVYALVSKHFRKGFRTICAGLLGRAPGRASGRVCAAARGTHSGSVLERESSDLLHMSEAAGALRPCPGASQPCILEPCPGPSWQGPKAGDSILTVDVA
Starred values were filed as active, the others as inactive; . = no result given; [ ] = dose if it differs, or a comment. This is a random part of the collection; any-hit rate near 6.1%.

SMILES	Phagocytosis inh	PTEN del growth	E-sel TNF inh	MRP1 act	bCat KO growth	BB579 growth dn	Yeast life ext	NPY Y2 blocker	Measles CPE	GALR2 antag
COc1ccccc1-c1c(-c2ccc(OCC(=O)NN)cc2O)n[nH]c1C(F)(F)F	-4	79	.	-2.1	76	-34	2	-1	2	6
CCOC(=O)c1[nH]c2ccccc2c1NC(=O)c1ccc(S(=O)(=O)N2CCOCC2)cc1	.	29	-16	-3.2	88	-21	5	1	5	13
O=C(NCc1ccccc1)c1cccc(Br)n1	.	93	23	-1.6	100	-23	-6	0	44*	4
O=C(O)c1cccnc1Cl	-9	99	.	-0.7	91	2	0	0	9	1
Cc1ccc(S(=O)(=O)Cc2ccccc2Cl)cc1	-7	74	.	-0.9	78	-21	-3	-1	2	5
CC(C)[C@H](NC(=O)Cc1ccccc1)C(=O)OCc1cc(=O)n2c(n1)sc1ccccc12	-9	85	.	-2.1	91	-39	-3	4	4	-4
CCOC(=O)C1=C(CC)Nc2ccccc2N=C1NC(=O)c1cc(S(=O)(=O)N(C)C)ccc1Cl	-2	90	-6	-3.7	86	-17	-5	7	3	-7
CC(Sc1ccc(Cl)cc1)C(=O)NCC1CCCO1 (centres undefined)	-1	103	25	-1.7	98	-17	-2	2	5	-10
Cc1cc(N2CC(=O)N(CCc3ccccc3)C(=O)C2)n2ncnc2n1	0	100	1	-1.5	100	-22	-8	1	1	-9
CC(C)(C)NC(=O)c1ccc(Sc2ccccc2)c([N+](=O)[O-])c1	-1	78	-7	-0.7	91	21	-28	1	21	-1
Cc1cccc(OCCCC(=O)Nc2ccc(N3CCOCC3)cc2)c1	0	96	-6	-1.5	95	-52	-15	4	4	-24
C/C(=N\NC(=O)CSc1nc2nc(C)cc(C)n2n1)c1ccccc1	-1	108	-15	-4.7	88	-8	-17	3	5	-11
NC(=O)NC(=O)CSc1nnc(-c2ccco2)n1Cc1ccccc1	-2	88	-24	-3.2	92	-22	-8	-1	22	3
CN(CC(=O)Nc1ccc(S(=O)(=O)N2CCCC2)cc1)Cc1ccc(Cl)c(Cl)c1	.	61	.	-3.0	65	-11	1	1	17	-1
OC(COc1ccccc1)CN1C2=NCCCN2c2ccccc21 (centres undefined)	-1	77	-12	-2.2	74	-32	-14	10	3	-13
Cc1cc(C(=O)NC2CCCc3ccccc32)c(C)o1 (centres undefined)	-1	92	5	-2.7	85	-12	-11	0	11	3
Cc1cc(NC(=O)COC(=O)c2ccc(F)c(S(=O)(=O)N3CCOCC3)c2)no1	0	97	-1	-0.7	98	7	-5	2	1	11
CC(C)(C)c1ccc(S(=O)(=O)Nc2ccc(Cc3ccncc3)cc2)cc1	-3	59	29	1.7	57	-15	4	-1	3	8
CC(C)OC(=O)c1c(NC(=O)c2cnn3c2NC(c2ccccc2)CC3C(F)F)sc2c1CCCC2 (centres undefined)	0	99	-17	1.2	89	-65	-8	1	13	4
CSc1nnc2c3ccccc3n(Cc3ccccc3)c2n1	8	52	7	-1.3	55	-26	-4	6	6	2
CCCC(=O)Nc1ccc(Cl)c(NC(=O)c2cccnc2)c1	-1	86	-30	-3.6	84	-28	-18	6	15	10
CCCC(=O)Nc1ccc(Cl)c(NC(=O)c2ccc([N+](=O)[O-])cc2Cl)c1	-8	89	13	-3.3	85	-20	-2	2	10	-10
Cc1ccc(C)n1CCN1CCN(CC(=O)Nc2ccc(S(N)(=O)=O)cc2)CC1	.	60	18	-3.3	63	-27	-12	0	36	0
Cc1cc2ccc(C)c(C)c2nc1SCC(=O)c1cccs1	0	77	34	-1.6	77	-72	-7	5	32*	17
CN(C)Cc1cnc2ccc(Cl)cn12	-3	90	7	-3.2	93	-11	0	0	8	7
COc1cc(C)ccc1OCCOCCOc1c(C)cc(C)cc1Br	.	82	-29	-0.7	90	-2	-6	11	8	-10
CCCCOC(=O)c1ccc(N/C(=N\S(=O)(=O)c2ccccc2)c2ccccc2)cc1	0	61	.	-2.9	82	-37	0	-1	29	-4
COc1cc(OC)cc(-c2nc(-c3ccccc3)no2)c1	1	78	-17	-2.7	76	-38	-28	1	5	-5
CCc1cc2c(=O)c(-c3nc4ccccc4n3C)c(COCC(=O)O)oc2cc1O	.	90	-10	-2.4	96	-24	-15	1	10	-16
Cc1[nH]nc(-c2ccc(O)cc2O)c1-c1ccc(Cl)cc1	.	69	1	-2.0	68	28	-33	-1	4	-2
CC(C)NC(=O)c1cc2c(C(F)(F)F)nn(C)c2s1	0	94	0	-2.0	88	-29	-3	0	7	1
CN(C)CCCNCCCNC(=O)/C(=N\O)c1ccccn1	.	103	-14	-0.6	94	-40	-1	1	11	18
Cc1cc(C)c(-c2cc(NC(=O)CSc3nncn3C)n(-c3ccccc3)n2)cc1C	1	84	-14	-2.9	92	-18	-22	-1	32	-7
Cc1onc(-c2c(Cl)cccc2Cl)c1C(=O)NC(C)(C)CO	-3	94	-31	-2.5	98	25	-11	8	4	3
COc1ccc(OCCN2C(=O)NC(C)(c3ccc(C)cc3)C2=O)cc1 (centres undefined)	.	103	6	-2.4	95	-32	10	1	5	1
Cc1ccc(O)c(C2=NCCNC(C(F)(F)F)=C2)c1	-1	97	11	-0.3	92	-24	-11	1	30	-1
C=CCn1c(COc2cccc3ccc(C)nc23)nnc1SCC(=O)OC	0	89	1	-1.4	94	-2	-6	-2	31	20
Cc1ccc2nc(-c3ccc(NC(=O)COC(=O)c4cncc(Br)c4)cc3)sc2c1	-8	52	.	-1.6	52	-37	-4	4	9	-1
Cc1cccc(/C(N)=N/OC(=O)CCC2CCCCC2)c1	-4	105	3	-0.5	86	31	-4	1	15	6
N/C(=N\OC(=O)c1cc(Cl)ccc1Cl)c1ccccn1	3	76	.	-4.2	77	-50	-6	4	19	-1
O=C(O)CSc1nnnn1-c1ccccc1	-2	98	.	0.5	100	-6	-7	0	25	-21
O=C(Oc1ccc(Br)cc1C(=S)N1CCCCC1)c1cc([N+](=O)[O-])cc([N+](=O)[O-])c1	-1	89	18	-0.8	96	-32	-10	0	5	10
CCNC(=S)N1CCC(NC(=O)C2CCCCC2)CC1	.	82	-16	-2.5	87	-2	-11	1	2	-3
O=C(Nc1ccc(F)c(F)c1)c1ccccc1-c1ccccc1	1	67	.	0.0	88	-6	-5	1	16	-5
CC(NC(=O)C(NC(=O)C1CCCN1C(=O)OC(C)(C)C)C(C)C)C(N)=O (centres undefined)	.	92	24	-0.4	92	-20	-4	-2	7	4
COC(=O)c1sccc1NC(=O)c1cc(OC)c(OC)c(OC)c1	.	98	-7	-1.2	86	-23	-17	1	8	-7
CC(=O)c1ccc(N2CCC(c3cc(-c4ccc(Cl)cc4)n[nH]3)CC2)c([N+](=O)[O-])c1	.	31	7	-5.6	42	-63	2	-5	9	-8
CC(NC(=O)OC1CCCCC1)N1C(=O)C2C3C=CC(C3)C2C1=O (centres undefined)	-2	91	-5	-0.9	102	4	-10	1	7	-1
COc1ccc(S(=O)(=O)N2CCCN(Cc3cccc(F)c3)CC2)cc1	.	80	-2	-3.4	91	-44	-9	-1	4	15
CN(C)S(=O)(=O)c1ccc(C(=O)Nc2ccnn2C2CCCCC2)cc1	-1	89	-29	-1.1	82	-1	-8	1	6	1

(further entries)
SMILES	Phagocytosis inh	PTEN del growth	E-sel TNF inh	MRP1 act	bCat KO growth	BB579 growth dn	Yeast life ext	NPY Y2 blocker	Measles CPE	GALR2 antag
CCOC(=O)C1CCCN(C(=O)COC(=O)C2=COCCO2)C1 (centres undefined)	0	92	-5	-0.2	118	-9	-10	0	23	5
O=S(=O)(c1ccc(F)cc1)n1ccc(-c2cnc(-c3ccccc3)s2)n1	.	79	18	1.5	99	-52	-19	1	16	0
O=C(Cc1ccc(Cl)cc1)Nc1nc2ccccc2[nH]1	-2	91	4	-2.0	97	-21	-6	7	7	-5
Cc1ccccc1NC(=S)NCCc1c[nH]c2ccccc12	2	72	1	-3.7	81	-10	0	3	16	20
O=C1CCCC(O)=C1N=Nc1ccc2ncsc2c1	105*[artifact]	97	.	-2.9	101	-39	-3	1	4	0
COc1ccc(CCNC(=O)CCCOc2ccc(C)cc2)cc1OC	-5	98	.	-0.8	85	15	-3	2	18	-1
Cc1noc(C(=O)Nc2ccccc2C(F)(F)F)c1Cl	-2	92	.	-0.8	97	-19	-8	0	5	-3
CO/N=C/C(=N\Nc1ccc(OC)cc1)C(=O)c1ccc(OC)cc1	2	89	13	-3.9	84	-38	-5	9	6	-1
CC1(C)CC(=O)C2=C(C1)C(c1cn(-c3ccccc3)nc1-c1ccccc1)C(C#N)=C(N)O2 (centres undefined)	0	19	.	-4.3	26	-26	11	4	12	-7
COCCNC(=O)c1sc2ncn(CC(=O)N3CCCCC3)c(=O)c2c1C	0	107	-41	0.6	102	-60	-3	-2	20	11
O=S(=O)(Nc1cccnc1)c1ccc2c(c1)OCCO2	-1	103	-23	-1.5	87	-10	-2	2	15	3
Cn1nnnc1SCCNC/C=C/c1ccccc1	0	103	18	-0.7	94	-41	-10	3	12	2
Cc1ccc(CSc2sc(C(=O)c3ccccc3)c(N)c2C#N)cc1	.	103	-9	-0.2	98	-77	-11	10	13	1
CCOC(=O)c1[nH]c(=O)[nH]c1CSc1ccccn1	-2	92	.	-3.1	81	-8	3	0	9	-4
CCc1cccc(NC(=O)Cn2ncn3c(cc4ccccc43)c2=O)c1	-2	86	58	-2.3	76	-73	-9	2	-1	-7
COc1ccc(-c2nnc(SCC(=O)c3cccs3)o2)cc1	0	94	10	-0.1	90	-9	-8	6	7	8
CC1CN(C(=O)C2CCCN2S(=O)(=O)c2ccc(Cl)cc2)CC(C)O1 (centres undefined)	0	110	.	-0.2	92	-51	-7	1	5	6
Cc1ccc(S(=O)(=O)n2nc(-c3cccnc3)nc2N)cc1	-1	98	-64	-2.0	102	-28	.	1	23	4
CN1CCN(C(N)=NC(=O)c2ccccc2)CC1	0	99	.	0.5	96	-31	6	2	8	10
CC(C)(C)NC(=O)Cn1c(SCC(N)=O)nc2ccccc21	.	99	-4	-1.7	101	1	-20	-1	24	10
OCCN1CCN(c2cc(-c3ccccc3)c3ccccc3n2)CC1	-4	68	-29	-3.3	67	22	4	7	5	10
O=C(O)c1ccccc1-c1nc2ccccc2c(=O)[nH]1	-2	103	-33	-0.4	94	-36	1	2	26	13
COc1ccc(OC)c(Nc2ncnc3ccccc23)c1	0	100	8	-0.6	93	-11	-16	0	14	3
CCOC(=O)C1C(=O)OC(C)(C)C1C(C)C(=O)c1ccccc1 (centres undefined)	-2	101	26	-0.6	108	-4	5	2	1	-4
O=C(CSc1ccc2ccccc2c1)NCc1cccs1	3	89	48	3.2	102	-5	0	1	18	-1
